Assay outcomes from PubChem BioAssay.
P. falciparum M1AAP: malaria alanyl aminopeptidase activity blockers – biochemical, fluorogenic H-Leu-NHMec substrate, 1536-well (AID 1445) | recombinant M1AAP, H-Leu-NHMec fluorogenic kinetic assay; higher % means a stronger effect | inhibition, % at 30 µM; hits with a dose series show IC50 in µM | 220,000 tested, 0.42% active;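 active = primary inhibition above the hit cutoff, then over 50% inhibition at one or more dose response concentrations, cut at about 23% in these data, passing the limit was not always enough; inconclusive = conflicting primary data, or primary hits not chosen for dose response; inactive = low primary inhibition, or under 50% at every dose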;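 also: plate controls were DMSO full reaction for no effect and no enzyme background for full effect; strong numbers were not always called active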
MT stabilize HCS: microtubule stabilizers in HeLa cells; HeLa tubulin immunostaining HCS, 24 h; share of cells brighter than vehicle mean+2SD; % tubulin-high responders, % at 10 µM; 200,000 tested, 0.83% active; AID 2205;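 active = plate Z-score above 3 for both tubulin-high and condensed-nucleus cell shares, with cell loss under 80%, at 10 µM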;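 also: anti alpha tubulin signal scored within the nucleus-defined area of each cell; some results filed as inactive read as strong as hits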
P. falciparum M17LAP: P. falciparum M17LAP inhibitors, primary screen, biochemical, fluorogenic H-Leu-NHMec substrate, 1536-well (AID 1619) | recombinant M17LAP, H-Leu-NHMec fluorogenic kinetic assay; higher % means a stronger effect | one-dose inhibition, % at 30 µM; IC50 in µM for titrated hits | 220,000 tested, 0.38% active;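 active = compound inhibiting the enzyme by more than half at any dose during confirmatory dose-response retesting; inconclusive = strong single-dose inhibitors picked by rank but not retested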;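 also: plate controls were full reaction with DMSO carrier for no effect and no enzyme background for full effect; strong numbers were not always called active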
K1F lysis inhibition: inhibition of K1F phage lysis, E. coli UTI89, bacterial capsule biogenesis inhibitors, alamar blue (AID 488966); inhibition, % at 100 µM, or IC50 in µM where a hit was titrated; 340,000 tested, 0.02% active; E. coli UTI89 K1F phage lysis, alamar blue, 2 h; higher % means a stronger effect;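 active = phage lysis inhibition, versus mean bacterial control, above a set limit; inconclusive = no clear call, values can overlap the other calls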;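 also: capsule biogenesis inhibitors block K1F phage lysis so surviving cells raise fluorescence; higher fluorescence means more inhibition of phage lysis; actives were called in the ten point dose series up to 300 µM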
Insulin prom up: MIN6 insulin promoter up-regulation; MIN6 insulin promoter-GFP reporter, high-content imaging; hits give high values; z-score at 5 µM; 190,000 tested, 0.3% active; AID 1625;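 active = z-score above 3 at 5 µM with at least 500 cells counted in the well; inconclusive = wells under 500 cells, flagged as cytotoxic or low count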
Autophagy HCS: alters autophagy in cells. MEF GFP-LC3 puncta imaging; test concentration mostly 10 µM. calls only at 10 µM (by protocol). 190,000 tested, 0.98% active;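 active = percentage of spot-positive cells more than 3 SD above its plate mean, without a fluorescence outlier flag or 80% toxicity; inconclusive = no clear call, values can overlap the other calls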;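 also: spot-positive cell cutoff set from DMSO-treated cells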
Dynein transport: dynein cargo transport inhibition | 3617.4 mouse cells, GR-EGFP nuclear translocation imaging; test concentration mostly 20 µM; stimulated with dexamethasone, 1 µM; hits give low values | z-score, hits read low | 220,000 tested, 0.47% active | AID 1381;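 active = plate z-score of nuclear minus cytoplasmic receptor signal below a set negative limit, without overly bright fluorescence or cell loss, cut at about -3.5 in these data, passing the limit was not always enough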;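 also: z-score of nuclear minus cytoplasmic ring GR-EGFP intensity difference per well; some compounds called inactive have numbers as strong as hits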
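Buffer or medium: tet-free, stripped-serum medium; reagent: dexamethasone at 1.0 µM final, 30 min; incubation: 48 h induction, 1 h compound, 30 min dex at 37 °C; measured by: formaldehyde fixation, Hoechst nuclear stain, 10x automated fluorescence imaging; read-out: nuclear-to-cytoplasmic GR-EGFP distribution per well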
CSM14.1 death rescue: rescue of cells from ER stress-induced death, primary screen, 384-well, CSM14.1, thapsigargin, ATP luminescence (AID 1222). CSM14.1 thapsigargin-induced death rescue, ATP luminescence; higher % means a stronger effect. one-dose cellular ATP content (survival), % at 20 µM; EC50 in µM for titrated hits. 190,000 tested, under 10 active;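 active = EC50 below 50 µM in the dose-response confirmation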;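 also: death triggered by thapsigargin at about 15 µM added after 2 h compound pretreatment; cell ATP read after overnight thapsigargin exposure of roughly 18 to 22 hours; normalized against plate controls of thapsigargin alone and 5% DMSO vehicle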
b-catenin transl: beta-catenin nuclear translocation modulation | HeLa beta-catenin nuclear translocation, immunofluorescence imaging | nuclear translocation activity, % at 5 µM | 190,000 tested, 0.3% active;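 active = nuclear translocation activity above 50% at 5 µM, with a well cell count of 50 or more; inconclusive = wells under 50 cells across six images, flagged as toxic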;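 also: per-cell ratio of nuclear to cytoplasmic median beta-catenin stain intensity; plate controls were DMSO negative control for no effect and GSK-3 inhibitor IX positive control for full effect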
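Signal – beta-catenin immunofluorescence imaging with DAPI · Test system – human HeLa cell line · Dosing – 5 µM primary single dose, 0.1% DMSO, 0.02–20 µM confirmation series · Measure – % activation, nuclear-to-cytoplasmic median beta-catenin signal ratio per cell · Incubation – 24 h compound exposure at 37°C, 5% CO2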
Dynein transport cytoplasmic EGFP: recorded beside Dynein transport, whose call it bears; z-score; measured here: cytoplasmic GR-EGFP intensity; hits give high values
Dynein transport nuclear GR-EGFP: also measured in Dynein transport; calls as there; z-score; measured here: nuclear GR-EGFP intensity;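 lower value marks the stronger effect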
Dynein transport cell count: also measured in Dynein transport; calls as there; z-score; measured here: cell count per field
Insulin prom up cell count: second read-out of Insulin prom up, no call of its own (marks repeat the call); cell count; measured here: cytotoxicity, nuclei count;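 total cells summed across four imaged fields per well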
b-catenin transl cell count 5 µM: recorded beside b-catenin transl, whose call it bears; cell count; measured here: cell count, cytotoxicity flag
MT stabilize HCS Hoechst-high %: recorded beside MT stabilize HCS, whose call it bears; % Hoechst-high responders; measured here: nuclear condensation Hoechst responders;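 share of cells brighter than vehicle mean plus two SD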
MT stabilize HCS cytotoxicity %: also measured in MT stabilize HCS; calls as there; toxicity, %; measured here: cytotoxicity by cell density;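 0% = mean cell density of plate MIN control wells and 100% = no cells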
Autophagy HCS cell loss 18 h: second read-out of Autophagy HCS, no call of its own (marks repeat the call); toxicity, %; measured here: cell loss, nuclei count;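 cell loss after 18 h compound exposure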
* marks the source's active call; other numbers are inactive results; i = inactive; ? = inconclusive; nt = not tested or not shown. Rows are unselected; any-hit rate near 2.9%.

SMILES | P. falciparum M1AAP | MT stabilize HCS | MT stabilize HCS Hoechst-high % | MT stabilize HCS cytotoxicity % | P. falciparum M17LAP | K1F lysis inhibition | Insulin prom up | Insulin prom up cell count | Autophagy HCS | Autophagy HCS cell loss 18 h | Dynein transport | Dynein transport cytoplasmic EGFP | Dynein transport nuclear GR-EGFP | Dynein transport cell count | CSM14.1 death rescue | b-catenin transl | b-catenin transl cell count 5 µM
COc1ccccc1C1CCN(Cc2c(C)[nH]c3ccccc23)CC1 | 3% | nt | nt | nt | 1% | 0.1% | -0.73 | 1066 | nt | nt | -0.34 | -0.22 | -0.4 | 0.15 | nt | 3.8 | 1244
CN(C)CC(C)(C)CNC(=S)Nc1cc(S(=O)(=O)N2CCOCC2)ccc1Cl | 2% | 5.6 | 2.6 | 6.2 | 1% | 0.3% | 0.11 | 1325 | i | -8 | 0.052 | -0.35 | 0.48 | -0.19 | 0.7% | -1.4 | 1086
Brc1ccc(N/N=C(/N=Nc2nn[nH]n2)c2ccccc2)cc1 | 18% | 14 | 15 | 21 | 21% | 8.9% | 0.33 | 1245 | i | 10 | -1.5 | -0.37 | -0.93 | 1.3 | 0.5% | 4.9 | 1046
CC(C)(C)N1CC(c2nc3ccccc3n2Cc2ccc(Cl)cc2)CC1=O (stereo unspecified) | 2% | 3.9 | 2.7 | 0.0 | 10% | 3.5% | nt | nt | i | 1 | -1.1 | -0.28 | -0.62 | 0.5 | -1.5% | -3.1 | 1174
CCOC(=O)N1CCN(C(=O)CSc2nnc(-c3cccc(OC)c3)o2)CC1 | 5% | 3.0 | 1.5 | 2.2 | 7% | -0.1% | -0.47 | 1336 | i | -9 | 1.4 | -0.25 | 0.7 | 0.36 | 14% | -5.3 | 1022
CS(=O)(=O)Nc1ccc(N2CCN(c3ccc(C(F)(F)F)cn3)CC2)nc1 | 0% | nt | nt | nt | -4% | 1.6% | -0.69 | 1353 | nt | nt | 0.6 | -0.24 | 0.048 | 0.15 | nt | 1.5 | 1001
O=C(CSc1nnc(C2COc3ccccc3O2)o1)NC1CCCCC1 (stereo unspecified) | -5% | 3.1 | 2.0 | 11 | 20% | -1.9% | -1.5 | 1661 | i | 0 | 1.6 | -0.18 | 0.85 | -0.13 | nt | 5.3 | 997
CN(C)CCOCCOc1ccccc1-c1ccccc1 | -1% | 2.3 | 1.3 | 2.6 | 7% | 8.2% | 5* | 1502* | i | 0 | 0.012 | -0.17 | -0.18 | 0.59 | -1.5% | -0.6 | 1415
O=c1cc(COc2ccc(Cl)c(Cl)c2)nc2sccn12 | 4% | nt | nt | nt | -2% | -0.1% | -0.14 | 1368 | nt | nt | 0.69 | -0.24 | 0.47 | -0.22 | nt | -5.7 | 1196
O=C(NC1CCN(Cc2ccccc2)CC1)C(NS(=O)(=O)c1cccc2nsnc12)c1ccccc1 (stereo unspecified) | 3% | 3.4 | 1.9 | 3.0 | -4% | 0.2% | 0.17 | 1129 | i | 31 | 0.61 | -0.29 | 0.41 | -0.34 | -6.3% | 0.1 | 1084
Cc1ccc(S(=O)(=O)N(CC(=O)Nc2ccccc2C(=O)O)c2ccccc2C)cc1 | 15% | 2.2 | 2.7 | 9.0 | 2% | -1.5% | nt | nt | i | 2 | -0.27 | -0.21 | -0.27 | -0.21 | 2.3% | 0.4 | 1504
Cc1ccc(CN2C(=O)C(C)(C)Oc3ccc(C(=O)N4CCCCC4)cc32)cc1 | 4% | 1.2 | 0.8 | 10 | -1% | -0.3% | -1.3 | 970 | i | 34 | 0.14 | -0.2 | 0.052 | 0.1 | 2.7% | -4.4 | 1009
O=C1CC(C2CCCO2)C(=O)N1c1ccc(Cl)c(Cl)c1 (stereo unspecified) | 1% | 1.7 | 1.3 | 4.3 | 1% | 1.7% | -0.57 | 1657 | i | 8 | -1.3 | -0.27 | -0.51 | 0.8 | 2.2% | 1.3 | 1511
CCc1nnc(NC(=O)C2CCN(c3cnccn3)CC2)s1 | -5% | 1.8 | 1.5 | 9.4 | -16% | 0.1% | -0.17 | 1256 | i | 3 | -0.38 | -0.037 | -0.044 | 0.62 | -1.2% | 2.0 | 823
N#C/C(=C1/CCCCCN1)c1nc2ccccc2s1 | 3% | 2.2 | 2.2 | 0.7 | 7% | 0.5% | -0.57 | 1370 | i | 4 | -0.43 | -0.17 | 0.022 | 0.41 | -0.1% | -3.6 | 951
CC(C)Cc1nc(Nc2ccc(S(=O)(=O)N3CCCC3)cc2)c2nnn(Cc3ccccc3)c2n1 | 6% | 3.7 | 2.7 | 11 | -2% | 2.2% | -0.71 | 1229 | i | -14 | 0.57 | -0.27 | 0.31 | 0.12 | 7.8% | 2.6 | 1057
C=CCOc1ccc(Cl)cc1CNC1CCCC1 | 0% | 2.7 | 2.6 | 2.9 | -8% | 0.4% | -0.44 | 1370 | i | 6 | -1 | -0.3 | 0.13 | -0.0093 | -1.5% | 0.5 | 1537
CCN(CC)S(=O)(=O)c1ccc(Oc2ccc(S(=O)(=O)N(CC)CC)cc2)cc1 | 5% | 1.7 | 1.7 | 7.2 | -9% | 0.1% | ? | nt | i | 1 | -0.27 | -0.2 | -0.056 | 0.7 | 0.7% | -13 | 1252
C/C(=N/NC(=O)c1ccc(C)nc1)c1ccc2c(c1)CCCC2 | 1% | 13 | 10 | 21 | -4% | 0.0% | nt | nt | i | 15 | 1.2 | -0.29 | 0.81 | -0.49 | -1.0% | -4.5 | 667
CCOc1ccc(C(CCc2ccccc2)NC(=O)c2ccccc2OC)cc1OCC (stereo unspecified) | 1% | 2.3 | 2.7 | 6.8 | 7% | -0.7% | 0.28 | 954 | i | -9 | -0.43 | -0.19 | 0.17 | 0.14 | 0.7% | -4.0 | 935
COc1cccc(CN2CCN(S(=O)(=O)c3ccc(Br)cc3)CC2)c1 | -8% | 3.0 | 1.3 | 10 | 15% | 2.4% | 0.38 | 886 | i | -2 | -0.43 | -0.31 | -0.4 | 0.89 | 1.2% | 1.0 | 1063
COCc1cc(C)c(C#N)c(=S)[nH]1 | 4% | 3.0 | 2.5 | 23 | 10% | -0.2% | -0.16 | 1613 | i | 6 | 0.94 | -0.3 | 0.59 | 0.031 | -1.0% | -0.7 | 1350
CCCc1oc(C(=O)O)cc1CN1CCCC1 | 6% | 2.5 | 1.5 | 2.4 | 5% | 0.1% | 0.28 | 951 | i | 3 | 3.1 | 0.77 | 1.4 | 0.28 | -2.2% | -5.3 | 1198
Cc1cc(C)nc(/N=C(\N)Nc2ccc(S(=O)(=O)Nc3nc(C)cc(C)n3)cc2)n1 | -10% | 4.0 | 1.3 | 5.9 | -1% | nt | -1.1 | 1350 | i | -20 | 1 | -0.26 | 0.41 | -0.6 | 0.8% | -2.4 | 936
CCC(=O)N(CCc1ccc(S(N)(=O)=O)cc1)C1CC(=O)N(c2ccc(OC)cc2)C1=O (stereo unspecified) | 19% | 3.9 | 3.6 | 7.0 | -11% | -0.2% | 0.16 | 1418 | i | 2 | -0.071 | -0.012 | 0.37 | 0.22 | -0.3% | 1.1 | 1066
COc1ccc(S(=O)(=O)N2CCCC(C(=O)O)C2)cc1 (stereo unspecified) | 2% | 2.1 | 1.4 | 8.2 | -3% | 1.2% | 0.42 | 893 | i | 0 | 0.37 | -0.092 | 0.13 | 0.38 | 2.0% | -3.0 | 1215
Brc1ccc(-c2csc3[n+]2CCCCC3)cc1 | -5% | 2.4 | 2.8 | 4.0 | 5% | 2.7% | nt | nt | i | 4 | -0.15 | -0.31 | 0.69 | -1.1 | 0.0% | -1.2 | 493
COc1ccc(NC(=O)c2cc(Cl)ccc2NC(=O)c2ccco2)c(OC)c1 | 13% | 1.1 | 1.4 | 0.5 | 12% | 5.9% | 0.36 | 906 | i | -7 | -0.51 | -0.21 | 0.026 | 0.15 | 0.5% | nt | nt
CCOC(=O)N1CCN(C(=S)Nc2ccc(C)c(C)c2)CC1 | -2% | 1.6 | 1.5 | 4.7 | 6% | 0.1% | -0.96 | 1417 | i | -5 | -0.38 | -0.16 | -0.39 | 0.42 | 1.1% | -4.2 | 1174
CCOC(=O)C1C(c2cccs2)NC(=O)N(C)C1(O)C(F)(F)F (stereo unspecified) | 8% | 1.5 | 1.2 | 7.2 | 1% | 1.4% | -0.98 | 1487 | i | -3 | -0.55 | -0.17 | -0.019 | 0.52 | -0.5% | -0.8 | 1422
CCCc1cc(=O)[nH]c(SCC(=O)c2c[nH]c3ccccc23)n1 | 6% | 1.6 | 1.4 | 9.3 | -3% | 0.2% | 0.06 | 1568 | i | 10 | -0.056 | -0.068 | -0.0062 | -0.0049 | 1.6% | -0.7 | 1038
